# MazF activator – activators of E. coli MazEF toxin-antitoxin RNase. P0AE70. hit rate 0.32% among 350,000. FAM/BHQ RNA-DNA oligo cleavage fluorescence, 5 h. AID 504720. activation, % at 20 µM; in the data active = activation above about 50%
# Target sequence (P0AE70 whole entry, looked up): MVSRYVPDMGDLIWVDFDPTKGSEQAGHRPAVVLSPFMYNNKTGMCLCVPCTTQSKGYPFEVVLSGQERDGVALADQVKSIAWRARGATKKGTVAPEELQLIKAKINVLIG
# PfHsp40 rescue – rescue of PfHsp40-mediated yeast toxicity; growth rescue, % at 12.5 µM; S. cerevisiae expressing PfHsp40, growth rescue, ATP luminescence; AID 504582; hit rate 0.68% among 340,000; in the data active = growth rescue above about 28%, passing the limit was not always enough; inconclusive = no clear call, values can overlap the other calls;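 also: yeast W303a lacking pdr1 and pdr3 grown in galactose medium; growth measured after three days at 30 °C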
# Yp Topo-I inh – inhibitors of Yersinia pestis topoisomerase I. Y. pestis Topo-I cleavage product accumulation, plate reader. activity, % at 10 µM. hit rate 0.064% among 360,000. AID 504884; in the data active = activity above about 50%, passing the limit was not always enough; inconclusive = no clear call, values can overlap the other calls; also: inactives centre near 2
# BH1578 lux ind – induces V. cholerae light production without autoinducers; AID 588436; hit rate 0.16% among 350,000; activation, % at 18.7 µM; V. cholerae BH1578 lux reporter, luminescence, 6 h; in the data active = activation mostly above about 9.7%, no sharp cut-off; inconclusive = no clear call, values can overlap the other calls; inactive = mostly below about 3.7%; also: not every result past the cut was called active; inactives centre near 0; reference of the scale not given here
# SSB-PriA inh – blocks PriA binding to SSB C-terminal tail; AlphaScreen SSBct-PriA binding, biotinylated peptide; inhibition, % at 33 µM; hit rate 0.6% among 430,000; in the data active = inhibition mostly above about 37%, no sharp cut-off; inactive = mostly below about 20%;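 also: plate controls were negative control peptide for no effect and reference peptide for full effect; strong numbers were not always called active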
# TcdB GH inh – inhibitors of Clostridioides difficile toxin B glycohydrolase; P18177; TcdB glycohydrolase enzymatic assay, plate reader; inhibition, % at 9.99 µM; hit rate 0.24% among 350,000; AID 652162; in the data active = inhibition above about 10%
# Anthrax LF inh2 – anthrax lethal factor protease inhibition | P15917 | multiplex microsphere protease cleavage assay, LF | inhibition, % at 10 µM | hit rate 0.12% among 360,000; in the data active = inhibition above about 30%; inconclusive = no clear call, values can overlap the other calls; also: plate controls were buffer without enzyme for full effect and enzyme alone for no effect
# Rv3671c protease – inhibits the M. tuberculosis serine protease Rv3671c. hit rate 0.048% among 320,000. P9WHR9. inhibition, % at 5.96 µM. AID 2606; in the data active = inhibition above about 38%;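 also: extracellular domain of Rv3671c used as enzyme; 0% = enzyme with DMSO and 100% = no enzyme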
# Target sequence (P9WHR9 whole entry, looked up, the tested form may be a part): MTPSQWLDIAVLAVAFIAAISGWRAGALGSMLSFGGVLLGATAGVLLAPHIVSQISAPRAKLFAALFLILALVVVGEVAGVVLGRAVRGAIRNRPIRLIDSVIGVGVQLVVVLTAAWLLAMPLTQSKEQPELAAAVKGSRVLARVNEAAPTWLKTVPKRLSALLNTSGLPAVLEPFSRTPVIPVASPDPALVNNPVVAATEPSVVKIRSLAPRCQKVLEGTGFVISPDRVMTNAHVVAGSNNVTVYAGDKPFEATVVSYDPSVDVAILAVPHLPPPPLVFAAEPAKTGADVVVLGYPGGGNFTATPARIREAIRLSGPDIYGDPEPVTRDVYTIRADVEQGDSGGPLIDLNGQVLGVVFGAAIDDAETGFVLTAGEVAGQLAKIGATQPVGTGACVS
# DUSP3 inh – DUSP3 (human) phosphatase inhibition. P51452. recombinant VHR phosphatase, pNPP absorbance. inhibition, % at 13.3 µM. hit rate 0.52% among 290,000; in the data active = inhibition above about 50%; also: some compounds called inactive have numbers as strong as hits
# Target sequence (P51452 whole entry, looked up): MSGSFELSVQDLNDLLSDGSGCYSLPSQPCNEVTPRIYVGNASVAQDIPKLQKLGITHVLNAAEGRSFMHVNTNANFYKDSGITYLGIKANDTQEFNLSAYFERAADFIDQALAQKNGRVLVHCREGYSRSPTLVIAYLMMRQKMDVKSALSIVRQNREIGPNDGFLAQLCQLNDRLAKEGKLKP
# SARS 3CLpro inh – SARS-CoV 3CLpro protease inhibition. inhibition, % at 6 µM. recombinant SARS-CoV 3CLpro, quenched FRET peptide cleavage. hit rate 0.14% among 290,000. P0C6X7; in the data active = inhibition above about 12%
# * = called active by the depositor; i = inactive; ? = inconclusive; / = not tested or not shown; & = joins results of further samples.
SMILES,MazF activator,PfHsp40 rescue,Yp Topo-I inh,BH1578 lux ind,SSB-PriA inh,TcdB GH inh,Anthrax LF inh2,Rv3671c protease,DUSP3 inh,SARS 3CLpro inh
COc1ccc(CNC(=O)c2ccc3ccccc3n2)cc1,10,2.5,24,0.6,-32,0.6,-16,-1,-13,0
CC(=O)c1ccc(OCCOc2ccc(C#N)cc2)cc1,-3,1.4,1,-0.3,0&-16,-0.7,-10,4,27,-2
Cc1ccccc1CSc1nncn1N,2,0.3,-1,i,-8,/,2,-10,-9,1
COc1ccc(-c2oc3ccccc3c2C(=O)OCc2ccc(O)cc2)cc1,-6,-0.1,-4,-0.6,-18,0.6,-3,-9,13,-5
Cc1onc(-c2ccccc2)c1C(=O)Nc1ccc(NC(=O)c2c(-c3ccccc3)noc2C)cc1,-13,-0.6,-1,-0.6,-6,0.9,-10,-8,/,/
CCC(C)Sc1nnc(NS(=O)(=O)Cc2ccccc2)s1 (stereo unspecified),4,-0.2,8,2.1,-13,-0.9,5,-5,1,-1
CCOC(=O)c1sc(=NC(=O)c2cccc(Br)c2)n(C)c1C,-5,0.6,-9,i,9,0.5,1,-1,10,-3
CCOc1cccc(C=NNc2ccc(S(=O)(=O)Nc3ccccc3C(=O)O)cc2[N+](=O)[O-])c1O,4,1.6,17,i,18,0.0,3,10,/,/
Cc1cc(OCCCCOc2ccc(C#N)cc2)ccc1[N+](=O)[O-],-1,0.2,12,i,-2,-0.7,-4,-8,7,-2
O=C(NCc1ccco1)/C(=C\c1cccs1)NC(=O)c1ccccc1,3,-0.2,1,-0.3,-5,-0.9,-2,8,19,-4
Cc1noc(C)c1-c1ccc(C(=O)N2CCN(C)CC2)c2occc12,/,/,1,-0.3,/,-0.2,-1,/,/,/
Cc1onc(-c2ccccc2)c1C(=O)NCc1cccnc1,-6,0.1,-1,0.5,-17,/,-6,0,0,3
CCOc1ccc(-n2c(=S)sc3c(=O)[nH]c(SCC(=O)NC4CCCCC4)nc32)cc1,8,/,-1,-5.0,/,3.4,2,/,/,/
Cc1ccc(CNC(=O)NC2CCCCC2)cc1,-6,-0.3,3,i,-1,/,3,6,20,3
Nc1ncnc2c1cnn2-c1ccccc1,2,1.8,3,i,-8,/,-2,6,-4,-9
CCC(C)[C@H](N)c1nnc(SCC(=O)Nc2cccc(Cl)c2)o1 (stereo partly specified),0,0.2,6,-0.5,-7,/,?,-5,10,-2
CCCC[C@H]1COCCS(=O)(=O)N1Cc1ccccc1F,9,1.9,-1,-0.5,-25,1.8,1,-5,13,0
CCNc1nc2c(cnn2C)c(=O)[nH]1,9,-0.7,-5,i,0,2.4,-5,/,/,/
Cc1ccc(/C=C2\SC(=S)N(CCCC(=O)NC3CCCC3)C2=O)cc1,-2,1.0,24,-1.6,-4,1.2,2,6,4,2
CCS(=O)(=O)N1CCN(S(=O)(=O)c2ccc3ccccc3c2)CC1,-9,-0.1,8,-0.8,-12,-0.2,0,-1,6,-2
COc1cccc(NC(=O)C(OC(=O)c2cnc(C)cn2)c2ccccc2)c1 (stereo unspecified),4,-0.4,-1,i,-3,0.8,-4,0,/,/
COc1ccc2[nH]c3c(=O)n(CCCCC(=O)NCCN4CCCC4)c(=S)[nH]c3c2c1,12,-2.1,-4,i,-12,11*,0,0,6,-4
COc1ccc(C(C)(C)C)cc1NC(=O)c1ccc2ncsc2c1,3,3.1,26,-0.4,-13,1.0,2,-19,7,-5
COCCn1c(SC(C)C(=O)NC2CC2)nnc1-c1cccc(C)c1 (stereo unspecified),2,-1.2,-9,-5.0,-8,-6.3,2,-14,/,/
Cc1ccc(S(=O)(=O)N(CC(=O)N/N=C/c2ccc(F)cc2)c2cccc3cccnc23)cc1,4,-0.8,-5,i,/,/,1,1,16,5
# (further entries)
SMILES,MazF activator,PfHsp40 rescue,Yp Topo-I inh,BH1578 lux ind,SSB-PriA inh,TcdB GH inh,Anthrax LF inh2,Rv3671c protease,DUSP3 inh,SARS 3CLpro inh
Cn1nnnc1SCc1ccc([N+](=O)[O-])cc1,1,-1.2,4,i,-1,/,-2,-2,-5,2
Cc1ccc(NS(=O)(=O)c2ccc(C(=O)NCc3ccccn3)cc2)cc1,7,-0.7,-6,1.7,-2,-0.2,-2,-8,19,-1
Cc1sc2ncnc(N3CCC(C(=O)N(CC(C)C)c4nc5ccccc5s4)CC3)c2c1C,-14,0.4,3,i,1,0.4,0,2,/,/
CCN(C[C@H]1N[C@@](Cc2ccccc2)(C(=O)OC)[C@H]2C(=O)N(C)C(=O)[C@@H]12)C(=O)Nc1ccc(Cl)cc1,-2,0.4,14,i,-6,1.6,-4,1,/,/
O=C(COc1ccccc1Cl)NNC(=O)c1ccc2c(=O)n3c(nc2c1)CCC3,0,2.9,2,i,-10,-1.1,-1,-8,/,/
O=C(O)C(c1cccs1)C1(O)CCCCC1 (stereo unspecified),7,-1.1,-7,i,-4,2.7,-6,/,/,/
Cc1ccc(S(=O)(=O)NC(=NCc2ccccc2)c2ccc(F)cc2)cc1,-9,0.8,2,0.7,-3,1.0,10,1,-17,0
Cn1c(=O)oc2cc(S(=O)(=O)Nc3ccc4c(c3)OCCO4)ccc21,-1,-0.2,1,-0.3,-10,/,0,1,25,-4
COc1ccccc1N1CCN(C(=O)c2c(-c3c(Cl)cccc3Cl)noc2C)CC1,5,0.3,4,i,-10,/,-4,3,16,0
O=C(Nc1ccccc1C(=O)O)c1ccc(Br)c(S(=O)(=O)NCc2ccccc2)c1,1,0.9,3,-9.1,0,-2.0,0,-27,-27,5
O=C(O)Cc1ccc(NC(=O)c2ccc3c(c2)C(=O)N(Cc2ccccc2)C3=O)cc1,2,/,3,0.9,/,0.5,-7,/,/,/
CCOc1ccc2nc(NC(=O)CCn3cccc3)sc2c1,11,0.0,-7,-0.1,3,1.7,-12,-13,38,3
COc1ccccc1OCCCn1c(=O)oc2ccccc21,-1,0.2,-5,i,-14&-16,/,-1,-1,-4,0
COc1ccc(CCNC(=O)c2cc3c(=O)n4ccccc4nc3n(C3CCCCC3)c2=N)cc1OC,7,-0.8,23,-0.4,0,-1.5,0,-8,-7,-3
CCC[C@H]1CN(c2ccccc2)C(=O)[C@@H]1CC(=O)Nc1ccc(Br)cc1,5,/,9,-0.2,/,-0.6,-4,/,/,/
CCCc1nc(NC2CCCCC2)c(C#N)c2c1COC(C)(C)C2,-9,1.0,9,-1.1,-1,-0.3,1,-3,29,3
O=C(Nc1cc(-c2nc3ncccc3o2)ccc1Cl)c1ccco1,4,-0.9,5,-0.1,-2,0.2,0,-16,24,-4
COc1ccccc1CCC(=O)Nc1ccc2c(c1)c(=O)n(C)n2-c1cccs1,/,/,27,-0.4,/,0.3,-2,/,/,/
COc1ccc(/C=N/NC(=O)c2nc(Cl)c(Cl)c(N)c2Cl)cc1COc1ccc(F)cc1F,15,-0.6,14,i,/,/,-1,-67,24,-3
CSc1ccc(/C=N/n2c(C)nnc2C)cc1,14,-0.6,10,-0.4,i,-0.8,-2,1,26,1
Fc1ccc(C(c2nnnn2C2CCCCC2)N2CCCC2)cc1 (stereo unspecified),4,0.0,-5,i,-9,0.0,2,-4,5,1
CN(C)Cc1c(O)ccc2c(=O)c(-c3ccccc3Cl)c(C(F)(F)F)oc12,10,-0.1,-3,0.0,3,2.2,/,-8,4,4
CCOc1ccccc1NC(=S)N1CCN(c2cccc(C)c2C)CC1,10,3.2,20,-0.1,-8,4.0,3,-1,-22,1
COc1ccc(S(=O)(=O)NNC(=O)Cc2csc(C)n2)cc1[N+](=O)[O-],2,-0.2,-1,-2.5,-8,-0.7,0,-1,/,/
COc1cccc(S(=O)(=O)NC2CCN(C#N)C2)c1 (stereo unspecified),1,-0.6,1,i,-13,1.7,-12,3,/,/

# 5 of the compounds above, with tabs.
molecule	MazF activator	PfHsp40 rescue	Yp Topo-I inh	BH1578 lux ind	SSB-PriA inh	TcdB GH inh	Anthrax LF inh2	Rv3671c protease	DUSP3 inh	SARS 3CLpro inh
CCOc1ccc(-n2c(=S)sc3c(=O)[nH]c(SCC(=O)NC4CCCCC4)nc32)cc1	8	/	-1	-5.0	/	3.4	2	/	/	/
Cc1ccc(CNC(=O)NC2CCCCC2)cc1	-6	-0.3	3	i	-1	/	3	6	20	3
Nc1ncnc2c1cnn2-c1ccccc1	2	1.8	3	i	-8	/	-2	6	-4	-9
CCC(C)[C@H](N)c1nnc(SCC(=O)Nc2cccc(Cl)c2)o1 (stereo partly specified)	0	0.2	6	-0.5	-7	/	?	-5	10	-2
CCCC[C@H]1COCCS(=O)(=O)N1Cc1ccccc1F	9	1.9	-1	-0.5	-25	1.8	1	-5	13	0

# The list continues:
SMILES,MazF activator,PfHsp40 rescue,Yp Topo-I inh,BH1578 lux ind,SSB-PriA inh,TcdB GH inh,Anthrax LF inh2,Rv3671c protease,DUSP3 inh,SARS 3CLpro inh
COC(=O)c1cc(NS(=O)(=O)c2ccc(N3CCCCCC3)c([N+](=O)[O-])c2)cc(C(=O)OC)c1,-2,2.5,0,/,7,-0.1,-6,-113,21,-1
Cc1ccccc1-c1nnn(CC(=O)N(C)CC(=O)Nc2ccccc2C(F)(F)F)n1,0,0.6,-2,i,-11,1.5,1,-1,/,/
COc1cc(OC)cc(C(=O)Nc2ccccc2-c2nnn(CC(=O)Nc3cc(C)on3)n2)c1,4,0.6,-3,-0.5,-4,4.9,-2,-14,34,1
COc1cc(OC)cc(C(=O)NCC(=O)NC(C)CCc2ccccc2)c1 (stereo unspecified),1,0.4,7,-0.3,0,0.1,1,7,12,6
COc1ccc2oc(C(=O)OCC(=O)N3CC(C)OC(C)C3)c(C)c2c1 (stereo unspecified),-4,-1.5,3,0.1,-4,0.7,3,0,2,3
O=C(Nc1nnc(-c2ccccc2)s1)c1ccc(F)cc1,-25,-2.2,14,-0.4,-3,0.6,2,2,23,-3
O=S(=O)(c1ccc(Cl)cc1Cl)n1ccc2cccnc21,8,?,8,-0.5,-3,0.8,-3,11,-12,-1
COc1ccc(NC(=O)c2cc(F)cc(F)c2)cc1S(=O)(=O)N1CCCCC1,0,-0.4,19,i,-3,0.0,-2,-2,/,/
COc1ccc(-c2cc(-c3cc(F)ccc3O)[nH]n2)cc1OC,11,4.7,-9,0.6,-1,2.1,-2,-23,27,5
Cc1cc(F)ccc1S(=O)(=O)NCC(c1cccnc1)N1CCc2ccccc21 (stereo unspecified),4,0.0,-6,i,19,-14,-4,-5,18,4
CCCCN(C)CCNC(=S)Nc1ccc2nc(N3CCN(CC)CC3)cc(C)c2c1,8,0.0,1,i,22,0.3,3,-2,6,-5
CCOC(=O)c1c(-c2ccc(C)o2)csc1N,5,0.0,-9,-5.6,-8,/,-12,2,13,-2
Cc1ccc(CSc2nnc3ccc(-c4ccncc4)nn23)cc1,-11,0.3,12,i,-2,0.6,1,10,19,6
Cc1nnc(SCc2ccon2)n1-c1ccccc1,3,-0.1,4,-0.7,-5,/,1,-5,14,1
CC(=O)OC(Cn1nc(C)cc1C)c1ccccc1 (stereo unspecified),1,1.5,8,-1.4,-16,/,0,-2,-12,5
O=S(=O)(O)c1cccc(N=Nc2c(O)ccc3ccccc23)c1,-12,-0.6,-13,-0.4,31,1.5,-5,-20,9,4
O=C(CNc1ccccc1Cl)N/N=C1\CCCc2ccccc21,5,-1.9,2,-0.9,/,5.6,0,-2,12,0
CCN(CC)CCNC(=O)C1c2ccccc2C(=O)N(CCOC)C1c1ccc(F)cc1 (stereo unspecified),3,-1.4,2,i,4,/,-17,-2,15,1
CC(=NC1CC1)C1=C(O)c2ccccc2C1=O,9,-0.5,1,-3.0,2,/,-2,-1,11,-4
Cc1cccc(-c2nc3ccccc3c(=O)n2-n2cccc2)c1,7,0.4,-6,5.0,-3,/,3,5,33,4
CCCOc1ccc(-c2cn3ccccc3n2)cc1[N+](=O)[O-],4,3.2,0,-0.2,-4,/,-1,-2,40,0
Cc1ccc(Cl)cc1N1CCN(C(=O)c2ccc3c(c2)CCN3S(C)(=O)=O)CC1,/,-0.5,-4,i,/,0.7,-7,-16,57*,-3
Cc1ccccc1Nc1nc(N)nc(CSc2nnc3sc4ccccc4n23)n1,-3,-0.2,5,/,-1,/,2,-3,25,0

# Source: PubChem BioAssay

# A portion of the library (hit frequency here may not be typical).
